High-throughput results from PubChem.
Sm TGR inh: qHTS Assay for the Inhibitors of Schistosoma Mansoni Peroxiredoxins | Schistosoma mansoni thioredoxin glutathione reductase (TGR), Q962Y6 | Potency, µM (titrated, usually from 114 µM), for inactives: at the top dose activity change, negative = inhibition, most hits filed as inhibitors | hit rate 3% among 360,000 | purified TGR, DTNB reduction, TNB absorbance 405 nm | AID 485364, 2010; note: potency is the fitted concentration of half-maximal effect; nearly all actives have a fitted effect of over 60% in size
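Kinetic colorimetric format: TGR-catalysed, NADPH-driven DTNB reduction monitored via TNB absorbance. Enzyme dispensed at 20 nM; compound exposure 15 min at room temperature before reaction start.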
AmpC no deterg: qHTS Inhibitors of AmpC Beta-Lactamase (assay without detergent) | P00811 | AmpC nitrocefin hydrolysis, absorbance 480 nm, 0.0001% Triton | Potency, µM (titrated, usually from 57.1 µM), without a hit: top-dose activity change, negative = inhibition, most hits filed as inhibitors | hit rate 0.52% among 330,000;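 note: potency is the fitted concentration of half-maximal effect; plate controls were no compound for no effect and no enzyme for full effect; nearly all actives have a fitted effect of over 20% in size; some results filed as inactive show a strong effect at the top dose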
Target sequence (P00811 whole entry, looked up): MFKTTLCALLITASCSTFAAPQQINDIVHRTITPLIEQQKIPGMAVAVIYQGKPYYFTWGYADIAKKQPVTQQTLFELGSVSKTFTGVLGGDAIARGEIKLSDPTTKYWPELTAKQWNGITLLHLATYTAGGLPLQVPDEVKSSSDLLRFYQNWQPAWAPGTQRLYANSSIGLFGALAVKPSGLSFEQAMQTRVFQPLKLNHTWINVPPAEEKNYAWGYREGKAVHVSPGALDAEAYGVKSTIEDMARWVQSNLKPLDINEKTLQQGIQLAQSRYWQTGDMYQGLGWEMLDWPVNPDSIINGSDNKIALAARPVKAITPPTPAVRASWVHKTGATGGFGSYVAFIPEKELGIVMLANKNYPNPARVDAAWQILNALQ
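20 mM phosphate pH 7.0 + 0.01% (detergent screen) or 0.0001% Triton X-100; 5.3 nM AmpC reagent; cpd preinc 15 min RT; nitrocefin (800 uM stock) to start; A480 q20 s × 4 min; Activity was normalised to no-enzyme and no-compound control wells.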
HCV inh: qHTS Assay for Inhibitors of Hepatitis C Virus (HCV); Huh7.5.1 HCVcc-Cre infection, luciferase reporter, 44 h; Potency, µM (highest dose often 41.8 µM), for inactives: at the highest dose activity change, negative = inhibition, actives largely listed as inhibitors; hit rate 3.4% among 340,000; note: potency is the fitted concentration of half-maximal effect
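Infectious HCV cell culture screen: compound-treated cells (1,000/well, pre-plated 4 h) are infected with HCVcc-Cre at roughly 0.5 moi and grown 44 h. Infection is quantified by luciferase signal after 15 min substrate incubation at room temperature.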
AmpC detergent: qHTS Inhibitors of AmpC Beta-Lactamase (assay with detergent); hit rate 0.041% among 370,000; Potency, µM (titrated, usually from 114 µM), without a hit: at the top dose activity change, negative = inhibition, most hits filed as inhibitors; P00811; AmpC hydrolysis of nitrocefin, absorbance 480 nm, 0.01% Triton;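 note: potency is the fitted concentration of half-maximal effect; 0% = no-compound wells and -100% = no-enzyme wells; nearly all actives have a fitted effect of over 25% in size; some results filed as inactive show a strong effect at the top dose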
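AmpC (5.3 nM in the dispensed reagent) in 20 mM phosphate pH 7.0 with 0.01% (detergent screen) or 0.0001% Triton X-100 was preincubated with compounds for 15 min at room temperature. Nitrocefin was then added from an 800 uM solution, and hydrolysis was followed at 480 nm.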
FBPA Giardia inh: qHTS Assay for Inhibitors of Fructose-1,6-bisphosphate Aldolase from Giardia Lamblia; Potency, µM (doses to about 59.6 µM), inactives show at the highest dose activity, negative = inhibition, hits mostly inhibitors; A8B2U2; hit rate 0.71% among 290,000; AID 2451, 2010; purified Giardia FBPA; note: potency is the fitted concentration of half-maximal effect; nearly all actives have a fitted effect of over 55% in size
Target sequence (A8B2U2 whole entry, looked up): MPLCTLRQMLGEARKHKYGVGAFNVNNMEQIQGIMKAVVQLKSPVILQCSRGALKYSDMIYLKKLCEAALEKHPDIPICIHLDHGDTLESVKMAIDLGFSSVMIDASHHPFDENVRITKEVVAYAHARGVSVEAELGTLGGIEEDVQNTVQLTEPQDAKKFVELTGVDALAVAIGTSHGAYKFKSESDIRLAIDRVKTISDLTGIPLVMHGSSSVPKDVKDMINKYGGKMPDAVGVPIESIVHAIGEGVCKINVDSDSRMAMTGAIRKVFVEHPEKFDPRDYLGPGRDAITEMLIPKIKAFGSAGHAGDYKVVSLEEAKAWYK
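Giardia FBPA (40 nM reagent) was preincubated 10 min at RT with compound (up to 57.5 uM final), then substrate plus GAPDH/TPI/NAD/arsenate coupling system with diaphorase/resazurin was added; resorufin fluorescence (525/598 nm) was read after 20 min.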
HCMV inh: qHTS Assay for inhibitors of the human cytomegalovirus (HCMV); HFF cells, HCMV-luciferase reporter, 72 h; stronger effect = lower value; activity change, negative = inhibition, % at 57.5 µM; hit rate 4.5% among 410,000; AID 1259415, 2018; in the data active = activity change below about -60%; inconclusive = no clear call, values can overlap the other calls; inactive = above about -39%
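HFF cells seeded 16 h at 37C, treated with compounds, infected with luciferase-reporter HCMV at MOI 1 PFU/cell; luciferase read at 72 h post infection, normalized to buffer-only and Salinomycin controls.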
An asterisk follows results filed as active; ? = inconclusive; nt = no result given; & = joins results of further samples; [ ] = remark or other dose. Unless noted, calls come from the whole dose curve; as a rule, active = well fitted curve in the direction sought with a large enough effect; inconclusive = small, poorly fitted or top-dose-only effect, or another doubt; inactive = no such curve, though single readings can be large; an effect the other way counts as inactive or inconclusive. Unless noted, % is set by controls: 0 for no effect and ±100 for the full control effect.

structure	Sm TGR inh	AmpC detergent	AmpC no deterg	HCMV inh	FBPA Giardia inh	HCV inh
COc1ccc(-c2nc3scc(CCNS(=O)(=O)c4ccc(Oc5ccccc5)cc4)n3n2)cc1OC	-2%	4%	nt	-72*	nt	nt
COc1ccc(C(=O)C2CCCN(C(=O)c3noc4c3CCCC4)C2)c(C)c1 (stereo not drawn)	-16%	2%	54%	-27	0%	?
Cc1ccc(NC(=O)COC(=O)C2(CC(=O)NC(C)(C)C)CCCC2)cc1C	nt	nt	26%	-8	nt	?
CCOC(=O)N1CCN(C(=O)C2CCN(S(=O)(=O)c3cc(Cl)ccc3Cl)CC2)CC1	5%	-11%	109%[activator]	-15	1%	-1%
COCCCNc1nc2ccccc2nc1NS(=O)(=O)c1ccc(C)cc1	-9%	1%	-26%	-26	8%	10%
CCOC(=O)N1CCN(S(=O)(=O)c2ccc(OC)c(Cl)c2Cl)CC1	8%	?	96%[activator]	25	9%	?
O=C(CNC(=O)c1ccccc1Cl)N/N=C/c1ccc([N+](=O)[O-])s1	-23%	?	0%	-93*	6%	13µM*
CC(=O)Nc1nonc1-c1nnc(SCc2ccc(F)cc2)n1C	-1%	17%	nt	29	nt	nt
O=C(NN1CCOCC1)c1cc(-c2ccc(Br)s2)nc2ccccc12	2%	-3%	0%	-25	2%	?
CCOC(=O)N1CCN(c2c(N3CCN(c4cc(C)ccc4C)CC3)c(=O)c2=O)CC1	-3%	-1%	1%	9	0%	4%
CCC[C@@H](O)c1cc2cc(OC)c(OC)cc2c(=O)o1	-10%	0%	-6%	-15	nt	-17%
O=C(CN1CCCC1)NC1C2CC3CC(C2)CC1C3 (stereo not drawn)	9%	?	-35%	1	-3%	13%
COC(=O)c1cn(CCOc2ccccc2F)c2ccccc12	4%	?	-3%	29	0%	?
Cc1cc2occ(CC(=O)N(CCC(C)C)c3c(N)n(Cc4ccccc4)c(=O)[nH]c3=O)c2cc1C	-8%	0%	-12%	-8	nt	?
CNC(=O)c1[nH]cnc1C(=O)Nc1cccc(C)c1	-1%	5%	-1%	104	nt	5%
O=C(NCC(=O)N1CC=C(c2ccccc2)CC1)c1ccc(OC(F)F)cc1	nt	nt	-6%	-20	nt	?
COc1ccc(-c2cc(C(=O)NN)n(-c3ccccc3)n2)cc1	-10%	2%	-21%	24	5%	-12%
Cc1ccc(S(=O)(=O)NCCC(c2ccccc2)c2ccco2)cc1 (stereo not drawn)	1%	12%	-29%	-32	3%	?
CCOC(=O)N1CCC(N2CCCC(CO)(Cc3cccc(Cl)c3)C2)CC1 (stereo not drawn)	-19%	-5%	45%	14	0%	-1%
COc1ccccc1NC(=S)NC(=O)C(C)C	?	2%	-18%	3	0%	-10%
CCCc1[nH]nc2c1C(c1cccnc1)C(C#N)=C(N)O2 (stereo not drawn)	0%	-6%	-17%	38	1%	5%
CCN(CC)CCn1c(N)cc(=O)[nH]c1=O	-16%	-13%	-13%[11.4 µM]	-26	2%	22%
COC(=O)NCc1ccc(S(=O)(=O)N2CCOCC2)cc1	-1%	?	-7%	17	3%	11%
O=C(NCc1nc2ccccc2[nH]1)c1ccccc1F	72%[activator]	-1%	-12%	31	-2%	5%
COc1ccc(C)cc1NC(=O)c1ccc2c(=O)n3c(nc2c1)CCCCC3	1%&0%	-4%&-5%	98%[activator]	?	nt	-30%
COc1cc(CN2CCCC(C(=O)c3ccc4c5c(cccc35)CC4)C2)cc(OC)c1O (stereo not drawn)	14µM*	2%	112%[activator]	10	7.9µM*	?
Cc1ccc(NC(=O)Cc2ccc(-n3cccc3)cc2)c(C)c1	5%	5%	-26%	3	0%	9%
CSc1ccccc1NC(=O)CN(C)C(=O)Cn1c(=O)oc2ccccc21	-9%	?	26%	4	nt	2%
COc1cc(C(=O)NC(c2ccccc2)c2ccccc2)cc(OC)c1OC	0%	-7%	76%[activator]	5	?	4%
CCCCCCC(=O)NNC(=O)CC(=O)Nc1ccccc1C(=O)O	?	?	-14%	-3	1%	?
COc1ccc(C(=NNc2ccccc2C(=O)O)c2ccc(OC)cc2)cc1	2%	-2%	-27%	-19	16%	3%
CCc1cccc(C)c1NC(=O)Cn1ccn(-c2cccc(OC)c2)c(=O)c1=O	4%	21%	nt	28	nt	nt
O=C(O)/C=C/c1ccc(S(=O)(=O)N2CCN(CCN3C(=O)C4C5C=CC(C5)C4C3=O)CC2)cc1 (stereo not drawn)	-19%	-1%	-7%	?	2%	-1%
COc1ccc(C2C(C(=O)N3CCCCC3)CC(=O)N2c2ccc(OC)cc2)cc1 (stereo not drawn)	2%	-9%	52%	68	14%	5%
COc1ccc(-c2nc(CSCC(=O)N3CCN(c4cccc(C)c4)C(C)C3)c(C)o2)cc1OC (stereo not drawn)	45µM*	2%	246%[activator]	-18	-22%	10µM*
Cn1c(O)c(C=Nc2ccc(Br)cc2)c(=O)n(C)c1=O	6%	6%	-21%	-37	5%	13%
CCCCNC(=O)COC(=O)c1cc(C)nc2ccccc12	-19%	?	-5%	-8	2%	-9%
CC(C)(C)N(NC(=O)c1ccccc1)C(=O)c1ccccc1	5%	-1%	-1%	3	-1%	nt
CC(C)CCNC(=O)C(=O)NCc1ccccc1	19%	-6%	3%	12	13%	15%
CCN1CCN(C(c2cccc(Cl)c2)c2c(O)cc(C)n(CCOC)c2=O)CC1 (stereo not drawn)	5.6µM*	1%	nt	-27	nt	nt
CCc1nc2c(cnn2-c2ccc(Cl)cc2)c(=O)n1-c1ccc2c(c1)OCCO2	-24%	2%	-21%	-26	-8%	?
COc1ccc(-c2ccc3oc(-c4ccsc4)cc(=O)c3c2)cc1F	nt	nt	-7%	-11	nt	10%
COc1cccc(C(=O)Nc2ncc3c(n2)CC(C)(C)CC3=O)c1	8%	-13%	-12%	3	3%	-11%
NC(=O)NCCCC(=O)OCC(=O)c1ccc2ccccc2c1	4%	4%	-31%	-11	0%	16%
CCOC(=O)/C(C#N)=C1/SC(C)C(=O)N1c1ccc(Br)cc1 (stereo not drawn)	4%	-12%	-44%	113	-1%	-5%
Cc1ccc(N2CC(=O)Nc3c(sc4nc(C)cc(C)c34)C2=O)cc1	-13%	-2%	-27%	-33	-7%	3%
CCOc1ccc(CC(=O)Nc2c(C(N)=O)oc3ccccc23)cc1OCC	1%	2%	-3%	25	6%	-4%
COc1cc2c(cc1OC)CN(C(=O)CCNC(=O)c1ccccc1Cl)CC2	nt	nt	-38%	5	nt	8%
CC1=C(C(=O)Nc2ccc(C)cc2)C(c2ccccc2Cl)n2nnnc2N1 (stereo not drawn)	5%	6%	nt	9	nt	nt
CCN1CCN(c2c(Cl)cccc2NC(=O)c2ccco2)CC1	1%	4%	-2%	-15	1%	?

More records:
structure	Sm TGR inh	AmpC detergent	AmpC no deterg	HCMV inh	FBPA Giardia inh	HCV inh
Cc1ccc2c(c1)c(=O)c(C(=O)c1ccncc1)cn2CC(=O)Nc1ccc(C(C)C)cc1	5%	21%	nt	3	nt	nt
CSc1cccc(NC(=O)c2ccc(Cl)nc2)c1	-11%	1%	-39%	59	nt	0%
CNC(=S)N1CCN(CCN=Cc2c(O)n(-c3ccc(C)cc3)c(=S)[nH]c2=O)CC1	3%	-3%	23%	18	2%	20%
CN(CC(=O)NCc1cccs1)CC(=O)Nc1ccc(F)c(F)c1F	1%	6%	-1%	-8	nt	3%
COc1ccc(N(CC(=O)NCCc2ccc(OC)c(OC)c2)S(=O)(=O)c2ccc(OC)c(OC)c2)cc1	1%	5%	17%	-6	nt	-13%
Cc1cc(=O)oc2c3c(cc(OCC(=O)NCCC(=O)N[C@@H](C)C(=O)O)c12)OC(C)(C)CC3	11%	-2%	-15%	-24	-6%	7%
Cc1[nH]c(=O)[nH]c1C(=O)CCCCC(=O)O	-14%	?	-5%	39	-2%	13%
COc1ccc(CC(=O)N(c2ccccc2)c2nc(C)cs2)cc1	-7%	-4%	19%	-24	0%	-5%
COc1cc2c(cc1OC)CN(C(=O)c1ccccc1C(=O)O)CC2	79µM*	?	-9%	24	1%	-2%
CC(=O)N(CCc1ccccc1C)Cc1cc2ccc(C)cc2[nH]c1=O	-21%	1%	19%	?	-1%	10%

Complete entries, quoted from the list:
Listed for Cc1ccc2c(c1)c(=O)c(C(=O)c1ccncc1)cn2CC(=O)Nc1ccc(C(C)C)cc1 → Sm TGR inh: 5%; AmpC detergent: 21%; AmpC no deterg: nt; HCMV inh: 3; FBPA Giardia inh: nt; HCV inh: nt
Listed for CNC(=S)N1CCN(CCN=Cc2c(O)n(-c3ccc(C)cc3)c(=S)[nH]c2=O)CC1 → Sm TGR inh: 3%; AmpC detergent: -3%; AmpC no deterg: 23%; HCMV inh: 18; FBPA Giardia inh: 2%; HCV inh: 20%

Following part:
structure	Sm TGR inh	AmpC detergent	AmpC no deterg	HCMV inh	FBPA Giardia inh	HCV inh
CN1CCN(C(=O)C2CC(=O)N(c3ccc(F)c(Cl)c3)C2)CC1 (stereo not drawn)	-10%	?	-4%	-20	3%	9%
O=C(Nc1cc(C(=O)Nc2ccccc2C(=O)O)cc(C(=O)Nc2ccccc2C(=O)O)c1)c1ccccc1	2%	8%	-20%	11	nt	4%
CCCC1(c2ccccc2)NC(=O)N(CC(=O)NCc2ccc(OC)cc2)C1=O (stereo not drawn)	10%	-5%	0%	?	6%	-18%
CCn1c(C(=O)NCc2cccnc2)cc2sc(Cl)cc21	1%	0%	31%	-31	4%	?
CSCCC(NC(=O)c1ccc(Cl)cc1Cl)C(=O)N1CCCCCCC1 (stereo not drawn)	-10%	-1%	1%	-12	nt	4%
COc1ccccc1OCc1ccc(C(=O)NC2CCCCC2)o1	-12%	-21%	-5%	-23	-1%	-20%
CC(NS(=O)(=O)c1ccccc1)C(c1cccs1)N1CCN(C)CC1 (stereo not drawn)	18%	-4%	-3%	-15	-1%	-3%
COc1ccc(CNC(=O)CCn2c(=O)c3cccn3c3ccc(F)cc32)cc1OC	8%	-1%	nt	-27	nt	nt
Cc1ccc(COn2c(-c3ccc(Cl)cc3Cl)nc3ncccc32)cc1	-1%	-1%	36%	11	3%	?
CC(C)(C)c1ccc(OCCC(=O)NNC(=O)c2ccccc2)cc1	4%	-15%	-1%	-34	nt	37%[activator]
Cc1cc(C)cc(N(CC(=O)NC2CCCC2)C(=O)CNC(=O)c2cccs2)c1	-14%	2%	-2%	2	18%	-7%
CCOC(=O)C1CCN(C(=O)c2cccc(NC3=NC4CS(=O)(=O)CC4S3)c2)CC1 (stereo not drawn)	9%	1%	-8%	19	?	11%

Rows are unselected; about 9.9% have a hit in one of these screens.
